A549 viability = A549 cytotoxicity, counter-screen for Nrf2 inhibitors. A549 ARE-Fluc cells, CellTiter-Fluor viability, 18-24 h. Potency, µM (highest dose often 46 µM), for the others: top-dose activity change, negative = cytotoxicity, hits mostly inhibitors. hit rate 0.16% among 390,000; note: % is set by controls: 0 for no effect and ±100 for the full control effect
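A549 ARE-Fluc cells in 5% FBS OPTI-MEM, 5000 cells/well, rested 2 h then exposed to compounds in concentration-response for 18-24 h at 37 °C. Viability by CellTiter-Fluor fluorescence (Ex 405/Em 525) after 30 min; luciferase luminescence (BugLite, 15 min, RT) read afterwards.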
MCF10A rereplic = induces DNA re-replication in MCF 10a normal breast cells; MCF 10A DNA re-replication, Hoechst nuclear intensity, 48 h; Potency, µM (highest dose often 46.1 µM), for inactives: at the highest dose activity, positive = re-replication, actives largely listed as activators; hit rate 2.9% among 350,000; AID 624296; note: % of control where 0% means no effect; nearly all actives have a fitted effect of over 50% in size
EPAC2 antagonist = antagonists of human EPAC2 | EPAC2 GEF exchange of Rap1B-BODIPY-GDP, fluorescence | Potency, µM (top dose mostly 114 µM), for the others: top-dose activity, negative = inhibition, usual class: inhibitors | hit rate 0.18% among 360,000; note: % is set by controls: 0 for no effect and ±100 for the full control effect; nearly all actives have a fitted effect of over 45% in size; many of its hits are not listed in these tables
Target sequence (Q8WZA2 whole entry, looked up): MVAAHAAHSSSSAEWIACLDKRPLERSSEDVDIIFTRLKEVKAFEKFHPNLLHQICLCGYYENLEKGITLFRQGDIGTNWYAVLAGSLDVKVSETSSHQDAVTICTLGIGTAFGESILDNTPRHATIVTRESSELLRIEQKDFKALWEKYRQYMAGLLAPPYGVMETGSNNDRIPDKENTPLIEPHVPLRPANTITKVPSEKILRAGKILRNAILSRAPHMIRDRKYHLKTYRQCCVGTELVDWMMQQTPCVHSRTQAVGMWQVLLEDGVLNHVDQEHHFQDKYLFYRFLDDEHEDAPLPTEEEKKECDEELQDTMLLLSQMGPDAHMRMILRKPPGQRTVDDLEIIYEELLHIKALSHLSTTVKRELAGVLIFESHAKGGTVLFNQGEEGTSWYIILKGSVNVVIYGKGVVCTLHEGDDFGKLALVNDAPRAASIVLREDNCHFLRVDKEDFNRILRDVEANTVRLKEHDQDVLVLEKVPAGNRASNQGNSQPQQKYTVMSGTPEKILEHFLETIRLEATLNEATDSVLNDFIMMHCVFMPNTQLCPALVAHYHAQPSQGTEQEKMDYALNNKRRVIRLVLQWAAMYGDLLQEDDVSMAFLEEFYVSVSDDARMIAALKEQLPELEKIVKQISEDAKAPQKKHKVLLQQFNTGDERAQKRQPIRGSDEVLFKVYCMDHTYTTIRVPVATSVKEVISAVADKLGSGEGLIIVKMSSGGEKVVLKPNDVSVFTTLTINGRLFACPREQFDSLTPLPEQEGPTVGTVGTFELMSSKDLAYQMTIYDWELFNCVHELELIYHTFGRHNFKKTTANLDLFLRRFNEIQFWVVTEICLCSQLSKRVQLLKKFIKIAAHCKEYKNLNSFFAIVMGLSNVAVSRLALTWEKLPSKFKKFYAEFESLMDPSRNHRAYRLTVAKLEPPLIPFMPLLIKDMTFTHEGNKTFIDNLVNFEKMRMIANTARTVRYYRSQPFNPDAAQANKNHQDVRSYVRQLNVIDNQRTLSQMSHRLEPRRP
ATXN viability = reduces viability in counter-screen for ATXN expression inhibitors; S2 cells (HEK-293 line with an ATXN2-luciferase reporter) viability, CellTiter-Fluor protease fluorescence, 24 h; Potency, µM (top dose mostly 56.7 µM), hits mostly cytotoxic; hit rate 0.49% among 400,000; AID 651635; note: nearly all actives have a fitted effect of over 40% in size
HepG2 tox = counter-screen for TGF-b inhibitors: cytotoxicity in HepG2 cells. Potency, µM (titrated, usually from 46.1 µM), for the others: top-dose activity change, negative = cytotoxicity, actives largely listed as cytotoxic. HepG2 CAGA-GFP viability, ATP luminescence, 18 h. hit rate 0.76% among 410,000. AID 588856; note: some results filed as inactive show a strong effect at the top dose
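CellTiter-Glo luminescence gave cytotoxicity after 18 hours at 37 degrees C. The cells were HepG2 CAGA-GFP in 1% FBS DMEM, stimulated with 500 pg/mL TGF-beta after compound addition. %Activity was normalised to no-cell wells (complete cell-killing) and DMSO (no toxicity), and curves were fitted and classified.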
ATXN2 expr inh = ATXN2 expression inhibition; Potency, µM (titrated, usually from 57 µM), for the others: at the highest dose activity change, negative = inhibition, most hits filed as inhibitors; HEK-293 ATXN2-luciferase reporter, luminescence, 24 h; hit rate 0.72% among 360,000; AID 1745845; note: % is set by controls: 0 for no effect and ±100 for the full control effect; nearly all actives have a fitted effect of over 55% in size
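qHTS (up to 57 uM final) was run with 24 h compound exposure of reporter cells at 37 °C. Each well was multiplexed: SteadyGlo luminescence measured ATXN2-luciferase expression after a fluorogenic Gly-Phe-AFC viability readout (25 uM final).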
Nrf2 activator = Nrf2 pathway activation; AID 624171; Potency, µM (doses to about 46.1 µM), for the others: at the highest dose activation, hits mostly activators; AREc32 ARE-luciferase reporter (MCF7-derived line), luminescence, 24 h; hit rate 0.31% among 410,000; note: % of control where 0% means no effect; nearly all actives have a fitted effect of over 65% in size
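For detection, Steady-Glo was added and plates sat 30 min at RT; before that, AREc32_Fluc cells grown overnight in OPTI-MEM/5% FBS had been treated with 23 nL compound for 24 hr at 37 deg C.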
Nrf2 inh = blocks Nrf2 signaling | A549 ARE-Fluc reporter, luciferase luminescence, 18-24 h | Potency, µM (top dose mostly 46 µM), without a hit: at the top dose activity change, negative = inhibition, usual class: inhibitors | hit rate 2.1% among 360,000; note: % is set by controls: 0 for no effect and ±100 for the full control effect; nearly all actives have a fitted effect of over 60% in size
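Two sequential reads on A549 ARE_Fluc cells exposed to compound for 18-24 h: a CellTiter-Fluor fluorescence read for viability, then a luciferase luminescence read for Nrf2/ARE activity.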
TGFb inhibitor = TGF-b pathway inhibition. AID 588855. hit rate 1.2% among 410,000. HepG2 CAGA-GFP TGF-b/SMAD3 reporter, GFP fluorescence, 18 h; TGF-beta stimulated, 500 pg/mL final. Potency, µM (titrated, usually from 46.1 µM), without a hit: top-dose activity, negative = inhibition, hits mostly inhibitors; note: % is set by controls: 0 for no effect and ±100 for the full control effect; nearly all actives have a fitted effect of over 65% in size
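Using HEPG2 CAGA-GFP reporter cells at 1000 cells/well, we pinned test compounds, stimulated with recombinant TGF-beta (500 pg/mL final) and measured total well GFP after 18 h.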
Starred values were filed as active, the others as inactive; i = inactive; ? = inconclusive; nt = not tested or not shown; [ ] = dose if it differs, or a comment. Calls come from the whole dose curve; as a rule, active = well fitted curve in the direction sought with a large enough effect; inconclusive = small, poorly fitted or top-dose-only effect, or another doubt; inactive = no such curve, though single readings can be large; an effect the other way counts as inactive or inconclusive. Potency is the fitted concentration of half-maximal effect. These rows are one share of the data (hit frequency here may not be typical).

Order of values – A549 viability | MCF10A rereplic | EPAC2 antagonist | ATXN viability | HepG2 tox | ATXN2 expr inh | Nrf2 activator | Nrf2 inh | TGFb inhibitor
> CC1CCc2nc3ccc(S(=O)(=O)N4CCC(C(=O)O)CC4)cc3c(C(=O)O)c2C1 (centres undefined)
  -1.0% | 2.9% | 14.6% | i | -1.2% | 5.1% | 0.0% | 12.0% | -1.8%
> O=C1C2C3C=CC(CC3)C2C(=O)N1/N=C/c1c[nH]c2ccccc12 (centres undefined)
  0.1% | 7.6% | 0.3% | ? | 5.2% | 2.0% | 0.2% | ? | 7.1%
> COc1ccc(NC(=O)CC(C)NCCCN2CCCC2=O)cc1 (centres undefined)
  -5.6% | 0.4% | 13.6% | i | 11.3% | 6.3% | 0.5% | -3.6% | 7.9%
> CCOc1ccc(OCC(=O)OCn2c(SC)nnc(C)c2=O)cc1
  3.8% | -6.0% | 6.1% | i | -2.1% | 7.7% | -0.7% | -14.8% | -5.2%
> Cc1cccc(CN2C(=O)CSc3ccc(C(=O)NC4CC4)cc32)c1
  -12.8% | 8.6% | -10.1% | ? | -3.1% | -19.4% | -0.6% | -25.7% | 38.6%[activator]
> Cc1cc(NS(=O)(=O)c2ccc(NC(=O)C(C)Oc3ccc(C(C)C)cc3)cc2)no1 (centres undefined)
  6.1% | 5.2% | -1.4% | i | -1.4% | -6.8% | -0.2% | -3.1% | -3.4%
> CCC1CCCCN1CCCNC(=O)c1sc2nc(C)cc(C)c2c1-n1cccc1 (centres undefined)
  1.6% | nt | nt | nt | -18.1% | nt | 5.1% | 4.7% | ?
> CS(=O)(=O)/C(C#N)=C/c1cccn1S(=O)(=O)c1ccccc1
  6.0% | -11.1% | 4.9% | i | -9.4% | 10.7% | -0.2% | 0.9% | -1.6%
> CC1CCC(C(C)C)C(OCC(O)CNC(C)C)C1 (centres undefined)
  -6.4% | 4.9% | 4.2% | i | -12.0% | -17.4% | -0.5% | -4.7% | 4.3%
> COc1ccc(Cl)cc1Nc1cc(C)nc2nc(C)nn12
  5.4% | 0.5% | -11.6% | i | -74.4% | -4.6% | 2.2% | -10.8% | 3.3%
> O=C(/C=C\c1ccco1)Nc1ccc(N2CCN(C(=O)c3ccccc3)CC2)cc1
  8.9% | ? | -3.0% | i | -21.9% | 1.0% | 7.2% | 12.6% | ?
> O=C(COc1cccc2ccccc12)N/N=C/c1ccc(Sc2nc3ccccc3s2)o1
  -14.6% | 4.0% | 4.1% | ? | -1.6% | -3.5% | 0.1% | -26.2% | -5.8%
> O=C(N/C(=C/c1ccc(F)cc1)C(=O)N1CCCC1)c1ccccc1
  -0.4% | 3.4% | 3.5% | i | -11.7% | 3.9% | 2.1% | ? | -4.5%
> COc1ccccc1CCCNC(=O)C1CCC(=O)N(Cc2ccccc2F)C1 (centres undefined)
  7.8% | -1.2% | 3.2% | i | 6.0% | nt | 9.1% | ? | 0.0%
> Cc1cc(NC(=O)CSc2n[nH]c(-c3ccccc3Br)n2)no1
  1.5% | 4.2% | 2.2% | i | 5.8% | -5.6% | 1.6% | 1.7% | 10.2%

A draw from above in order of SMILES length, lowest first.
Order of values – A549 viability | MCF10A rereplic | EPAC2 antagonist | ATXN viability | HepG2 tox | ATXN2 expr inh | Nrf2 activator | Nrf2 inh | TGFb inhibitor
> COc1ccc(Cl)cc1Nc1cc(C)nc2nc(C)nn12
  5.4% | 0.5% | -11.6% | i | -74.4% | -4.6% | 2.2% | -10.8% | 3.3%
> COc1ccc(NC(=O)CC(C)NCCCN2CCCC2=O)cc1 (centres undefined)
  -5.6% | 0.4% | 13.6% | i | 11.3% | 6.3% | 0.5% | -3.6% | 7.9%
> CCOc1ccc(OCC(=O)OCn2c(SC)nnc(C)c2=O)cc1
  3.8% | -6.0% | 6.1% | i | -2.1% | 7.7% | -0.7% | -14.8% | -5.2%
> O=C(/C=C\c1ccco1)Nc1ccc(N2CCN(C(=O)c3ccccc3)CC2)cc1
  8.9% | ? | -3.0% | i | -21.9% | 1.0% | 7.2% | 12.6% | ?

Following part.
Order of values – A549 viability | MCF10A rereplic | EPAC2 antagonist | ATXN viability | HepG2 tox | ATXN2 expr inh | Nrf2 activator | Nrf2 inh | TGFb inhibitor
> Cc1cc(/C=C2\Sc3ccccc3N2C)cc(C)[n+]1CC1CCCO1 (centres undefined)
  4.11µM* | ? | 3.5% | nt | -17.1% | 1.19µM* | 12.4% | 1.16µM* | 30.7%[activator]
> CCOc1ccc(C(=O)N2CCN(c3cnn(-c4ccccc4)c(=O)c3Cl)CC2)cc1
  -13.1% | -7.2% | 7.8% | i | -5.4% | -5.2% | 0.4% | -0.1% | 1.8%
> CN(C)c1ccc(C(CNS(=O)(=O)c2ccc(Cl)cc2)N2CCOCC2)cc1 (centres undefined)
  8.2% | nt | nt | nt | -7.8% | nt | -0.1% | nt | -21.3%
> CCN(CC)C(=O)c1cccc(-c2csc(C(O)c3ccc(F)c(OC)c3)n2)c1 (centres undefined)
  nt | nt | 1.0% | ? | -5.0% | ? | 1.2% | nt | ?
> Cc1cccc(N2CCN(C(=O)C3CCN(S(=O)(=O)N4CCOCC4)CC3)CC2C)c1 (centres undefined)
  -1.1% | 0.7% | 8.1% | i | 4.2% | nt | 0.1% | -4.8% | 1.7%
> Cc1cccc(C)c1NC(=O)CNC(=O)C1CCCC1
  8.0% | -0.5% | -3.1% | i | 6.4% | nt | -0.2% | 4.1% | 31.8%[activator]
> CCOC(=O)C1=C(C)OC(N)=C(C#N)C1c1ccc(C)s1 (centres undefined)
  5.7% | 1.8% | -1.9% | i | 11.2% | -10.0% | 5.7% | 5.6% | 9.5%
> CS(=O)(=O)Oc1ccc(/C=C2\C(=N)N3N=C(CC(=O)N4CCOCC4)SC3=NC2=O)cc1Cl
  -1.9% | -4.0% | 2.7% | i | -6.3% | nt | 0.2% | -10.8% | -1.2%
> O=C(OCN1C(=O)c2ccccc2C1=O)c1cccc(S(=O)(=O)N2CCOCC2)c1
  -1.9% | -1.4% | 0.1% | ? | 0.2% | 2.7% | 0.1% | 13.8% | -1.7%
> CN[C@H]1C[C@H]2c3cc(-c4ccccc4)ccc3CCN2C(=O)[C@H]1[C@H](C)O
  nt | nt | 4.2% | i | -31.3% | -9.2% | 5.2% | nt | -1.8%
> CC(=O)Oc1ccc2c(c1)O/C(=C\c1ccncc1)C2=O
  11.6% | 27.5% | 80.8%[activator] | nt | -5.9% | 23.1% | ? | 3.8% | 24.4%
> N#Cc1c(-c2cccc(Cl)c2)[nH]c(=S)[nH]c1=O
  8.6% | 5.8% | -4.1% | i | 5.5% | 14.9% | 0.3% | 4.1% | -9.7%
> O=S(=O)(NCC(c1cccs1)S(=O)(=O)c1ccccc1)c1ccc(F)c(C(F)(F)F)c1 (centres undefined)
  11.9% | nt | nt | nt | -33.2% | nt | 8.7% | nt | ?
> O=C(CN1CCOCC1)NNC(=S)Nc1ccc(Cl)cc1
  0.9% | -15.4% | 0.9% | i | 8.6% | 8.2% | 0.8% | 4.8% | 2.1%
> Cc1ccc(CN(C(=O)c2c(F)cccc2F)C2CC(C)(C)NC(C)(C)C2)o1
  0.0% | 0.0% | 1.3% | i | -4.1% | -3.6% | 0.0% | 0.3% | 0.1%
> NNC(=O)CCN1CCN(Cc2ccccc2)CC1
  2.7% | -12.6% | 4.9% | ? | 0.2% | 17.1% | -0.6% | 12.5% | 1.7%
> Cc1ccc(S(=O)(=O)N2CCC(=O)N(CCOC(=O)Nc3ccc(F)cc3)CC2)cc1
  0.2% | -1.3% | 6.4% | i | -29.0% | -0.7% | 5.7% | -22.4% | ?
> Cc1cc(=O)oc(C)c1C(=O)NC1CC(C)(C)NC(C)(C)C1
  -2.6% | -7.8% | -3.9% | i | -3.0% | 0.7% | 0.1% | 1.4% | 6.4%
> Cc1cc(NC(=O)CSc2nnc(-c3ccco3)n2C)no1
  7.2% | -0.8% | 1.2% | i | -5.0% | nt | 0.5% | -15.2% | 1.7%
> O=c1c2ccccc2nc(/C=C/c2ccccc2)n1CCCO
  -1.1% | 3.0% | -5.4% | i | -2.4% | 3.7% | 11.3% | -19.3% | -31.2%
> CCNC(=O)Nc1ccccc1C(=O)OC
  -7.8% | 16.2% | 1.0% | i | -15.3% | 2.6% | 0.1% | -14.1% | -1.6%
> CCOC(=O)c1ccc(NC(=O)c2ccc3c(c2)CCN3S(=O)(=O)c2ccc(Cl)cc2)cc1
  3.2% | nt | nt | i | -10.2% | -27.1% | 2.7% | ? | 7.7%
> Cc1cc(Cl)c(S(=O)(=O)NCc2cccnc2)cc1OCC(=O)NC1CCCCC1
  -3.4% | 10.5% | 8.7% | nt | 2.7% | nt | -0.3% | 6.5% | 2.5%
> Cc1ccc(NC(=O)CSc2nc3c(c(=O)[nH]2)CN(Cc2ccc4c(c2)OCO4)CC3)cc1C
  5.9% | nt | nt | ? | -16.5% | 10.9% | 3.6% | 12.7% | -20.1%
> CS(=O)(=O)c1ccccc1-c1nnc(NC(=O)c2ccc(S(=O)(=O)N3CCCC3)cc2)o1
  1.1% | 22.0% | -0.3% | i | -17.9% | -1.2% | -0.7% | -4.6% | -0.2%
> C[C@H]1CN([C@@H](C)CO)C(=O)Cc2cc(NC(=O)CCC(F)(F)F)ccc2O[C@H]1CN(C)S(=O)(=O)c1ccc(Cl)cc1
  -11.0% | 4.61µM* | 3.8% | ? | 1.5% | -0.5% | 3.8% | 11.0% | ?
> Fc1cccc(CNCc2ccc3c(c2)OCO3)c1
  11.8% | ? | 7.7% | nt | -24.8% | 8.7% | 1.9% | 3.7% | -5.8%
> CCOC(=O)[C@H]1[C@H]2COc3ccc(Cl)cc3[C@@H]2N2C(=O)CN(Cc3ccccc3)C(=O)[C@@]12C
  0.1% | 10.1% | -11.6% | i | -18.4% | 1.8% | -0.4% | 3.5% | 0.6%
> Cc1cc([N+](=O)[O-])nn1CCCC(=O)Nc1cccnc1Cl
  4.4% | 1.2% | 2.1% | i | 11.2% | nt | -0.4% | 6.1% | -2.6%
